# Growth percent in the NCI-60 one-dose screen (48 h, 10 µM unless noted): 100 = growth as untreated, 0 = no growth, -100 = all killed.
# SNB-19: SNB-19 CNS cancer cells; 81,000 tested, 2.5% active; AID 1794751
# SF-539: SF-539 CNS cancer; AID 1794752; 81,000 tested, 6.8% active
# PC-3: PC-3 prostate cancer cells; 80,000 tested, 3.9% active
# SF-268: SF-268 CNS cancer cells; 82,000 tested, 3.1% active
# OVCAR-3: OVCAR-3 ovarian cancer; AID 1794787; 79,000 tested, 7% active
# OVCAR-8: OVCAR-8 ovarian cancer. AID 1794782. 81,000 tested, 4.4% active
# SF-295: SF-295 CNS cancer cells. AID 1794758. 79,000 tested, 5.6% active
# U251: U251 CNS tumor cells | 80,000 tested, 5.4% active
# DU-145: DU-145 prostate cancer; 81,000 tested, 4.2% active
# * marks the source's active call; other numbers are inactive results; / = no result given; [ ] = another dose, or the depositor's remark. Rule for the calls: active = growth percent below 10; inactive = the rest.
SMILES,SNB-19,SF-539,PC-3,SF-268,OVCAR-3,OVCAR-8,SF-295,U251,DU-145
COc1cc2cc3c(nc2cc1OC)CCN3Cc1ccc(NC(=O)Nc2ccc(Cl)c(C(F)(F)F)c2)cc1,82.8,98.1,63.3,76.7,87.7,81.3,97.8,79.2,77.9
[O-][n+]1ccnc2ccccc21,103.0,100.8,88.5,111.2,109.8,101.5,100.3,105.6,114.7
CCOC(=O)C(Cc1c[nH]c2ccccc12)NC(=O)C(Cc1ccccc1)NC(=O)C(Cc1cnc[nH]1)NC(=O)OCc1ccccc1 (configuration not stated),106.9,110.5,91.6,99.5,113.8,100.7,109.2,107.6,128.2
O=C(NC1CCN(Cc2ccccc2)CC1)c1cc(C(=O)NC2CCN(Cc3ccccc3)CC2)cc(C(=O)NC2CCN(Cc3ccccc3)CC2)c1,85.7,90.5,74.4,71.4,87.0,91.9,/,72.4,93.4
CC(C)=Cc1cc(-c2cc(C=C(C)C)[nH]n2)n[nH]1,/,93.2,98.5,111.7,126.9,107.3,99.5,108.8,108.6
O=C(Nn1cc(-c2ccc3ccccc3c2)sc1=NCc1ccccc1)c1cc2ccc1CCc1ccc(cc1)CC2,90.6,95.3,45.5,80.7,69.6,88.4,85.1,57.9,92.9
CC(C)N(CCNc1nc(C(Cl)(Cl)Cl)nc2cc(Cl)ccc12)C(C)C,22.9,-33.7*,-5.1*,0.3*,-37.5*,-73.9*,-64.9*,-61.5*,-15.0*
O=C(Nc1cccc(-n2cc(-c3ccncc3)c(-c3cc(O)cc(Cl)c3)n2)c1)Nc1ccc(Cl)c(Cl)c1,30.8,-29.0*,-1.7*,16.2,-47.4*,-14.8*,-50.5*,-56.5*,-15.1*
CCOc1ccccc1NCN1C(=O)c2ccccc2C1=O,109.5,113.2,101.2,112.4,111.9,94.4,95.3,107.7,114.9
O=C(c1ccccc1)C1Oc2ccccc2C1O (configuration not stated),92.6,93.0,101.0,95.3,/,101.8,94.6,92.6,100.3
Nc1nc(NC2CC2)cc(-c2cccc(Cl)c2Cl)n1,59.1,55.7,64.6,67.6,36.8,70.0,55.7,39.1,78.3
CN1CCN(c2ccc(/C=N/n3cnc4oc(-c5ccccc5)cc4c3=N)cc2)CC1,101.4,84.9,63.2,92.5,90.2,96.1,99.6,100.1,100.3
COC(=O)C(Cc1ccccc1)n1cc(COc2nc(Cl)nc(N3CCCC3)n2)nn1 (configuration not stated),99.0,104.7,99.3,96.9,105.6,98.3,101.0,99.1,106.8
Cc1cc(=O)oc2cc(Oc3nc(-c4ccccc4)cn4c(-c5ccccc5)cnc34)ccc12,64.4,54.6,39.2,64.4,76.6,61.6,54.2,67.3,68.0
CCc1nn2c(-c3ccccc3)c(-c3cc(OC)c(OC)c(OC)c3)nc2s1,85.3,97.3,71.4,96.0,92.0,88.1,89.1,98.8,102.2
CCOC(=O)C1=C(C(=O)OCC)N(c2ccc(OC)cc2)C(N)=C(C#N)C1c1cc(=O)[nH]c2ccccc12 (configuration not stated),96.7,94.3,99.4,98.5,112.3,98.9,94.2,99.3,106.7
CCOC(=O)c1cc(Sc2ccccc2)nc2ccccc12,99.2,96.3,86.1,90.2,108.3,118.5,98.1,99.4,101.5
COc1cccc2c1CCC1=CC(=O)CCC12C (configuration not stated),101.9,110.5,94.9,106.4,109.0,98.7,119.4,95.3,107.8
O=C1CCC(=O)N1c1ccccc1,106.1,100.6,93.2,96.7,102.1,88.1,120.6,102.1,107.0
Clc1ccc(C2CC(c3ccccc3)=NN2Cn2nnc3ccccc32)cc1 (configuration not stated),93.5,100.0,96.2,102.8,99.3,93.1,77.6,101.8,113.1
NS(=O)(=O)c1ccc(N2N=C(c3ccc(NC(=S)Nc4ccccc4)cc3)CC2c2ccc(Br)cc2)cc1 (configuration not stated),49.1,54.6,43.3,53.6,54.4,61.9,47.7,46.4,58.1
c1ccc(NCc2ccco2)cc1,102.4,104.3,85.4,104.7,109.4,99.4,102.4,115.1,/
CCCC1(CCC)c2ccccc2C(CCl)(OCC)c2ccccc21,92.6,90.8,87.0,98.4,93.1,107.8,99.7,92.1,107.5
O=C(N/N=C/c1cc2ccccc2c2ccccc12)c1cc(O)c(O)c(O)c1,50.6,50.0,52.3,46.7,58.0,48.5,88.8,20.3,75.8
C=CCNc1nc2c(s1)C1=CC[C@H]3[C@@H]4CC[C@H]([C@H](C)CCCC(C)C)[C@@]4(C)CC[C@@H]3[C@@]1(C)CC2,103.1,102.9,93.0,100.0,105.3,104.7,99.8,99.0,107.9

# Next entries follow.
SMILES,SNB-19,SF-539,PC-3,SF-268,OVCAR-3,OVCAR-8,SF-295,U251,DU-145
COc1ccc(COc2ccc(Nc3nc(N)nc4[nH]c5ccc(O)cc5c34)cc2)cc1,92.8,94.6,75.4,80.0,81.4,84.8,89.9,88.2,85.0
CC(C)N(C(=O)Cc1ccccc1)C(C)C,101.3,102.2,106.6,99.8,107.2,101.3,103.5,99.5,105.3
COc1ccc(C(=O)Nc2ncc(Cc3cccc(Cl)c3)s2)cc1OC,34.2,-12.3*,27.4,50.8,7.5*,35.6,6.3*,28.4,30.5
FC(F)(F)c1ccc2c(Nc3cccc(C4CC(c5ccc6c(c5)OCO6)=NN4c4cc(Cl)cc(Cl)c4)c3)ccnc2c1 (configuration not stated),94.0,97.6,81.4,83.4,86.7,98.4,83.6,99.1,93.6
CC/C(=C\c1ccc(O)c(O)c1)C(=O)NC(Cc1ccccc1)C(=O)C(=O)NCc1ccccc1 (configuration not stated),93.7,95.3,88.1,93.7,94.5,100.2,100.8,106.4,102.6
O=S(=O)(NCCCNc1nccc(-n2ccc3cccnc32)n1)c1ccc(F)cc1,101.7,102.5,96.8,96.7,105.5,101.8,106.9,101.7,99.6
NS(=O)(=O)c1ccc(Nc2nc(Nc3ccccc3)nc(N3N=C(c4ccc(Cl)cc4)CC3c3ccc([N+](=O)[O-])cc3)n2)cc1 (configuration not stated),89.6,84.8,65.9,86.9,109.3,87.9,81.9,78.5,85.0
C/C(=N\O)c1ccc(OCC(=O)Nc2ccc(C(=O)/C=C/c3ccc(Cl)cc3)cc2)cc1,100.9,/,63.9,87.5,91.1,94.0,/,82.9,96.2
O=C(Cn1nnc2ccccc21)N/N=C/c1cc2ccccc2o1,96.2,111.0,92.9,103.4,108.5,95.6,102.7,98.4,115.3
Cc1ccc(COC(=O)c2cccnc2)cc1,103.0,90.3,90.9,110.1,111.5,95.9,/,99.8,117.2
O=C1c2cccc3cccc(c23)C(=O)N1N1C(=O)c2cccc3c(N4CCNCC4)ccc(c23)C1=O,88.5,100.0,85.1,88.7,101.2,82.6,100.8,86.3,106.9
CC1=CC2=NCC(C)C(=O)N2C=C1 (configuration not stated),103.3,103.0,87.2,96.5,106.7,103.6,103.7,99.3,111.4
CCN1C(=O)/C(=c2\sc3n(c2=O)C2C(NN=3)N(CC)C(=O)N2CC)c2ccccc21 (configuration not stated),42.0,-20.9*,26.3,61.7,-19.0*,31.8,9.4*,32.3,7.0*
COc1ccc([N+](=O)[O-])c(S(=O)(=O)c2ccc(Cl)cc2)n1,92.0,82.8,92.3,92.4,36.6,71.7,95.3,95.6,93.2
C[C@H]1C(=O)[C@H]2C[C@@]3(C)CO[C@@]2([C@H]3O)[C@@]2(C)CC[C@@]12O,101.7,100.6,114.0,99.7,107.0,105.5,102.1,93.9,106.3
COc1ccc2c(c1)CCCN2C(N)=Nc1ccc(Cl)cc1,97.0,90.3,/,95.3,104.9,90.2,84.6,98.0,112.6
c1ccc(Cn2cc3c(c2-c2ccccc2)CCCc2cnoc2-3)cc1,101.7,91.8,95.0,95.9,/,103.7,104.1,98.4,106.5
C/C(=C(/c1ccccc1)c1ccc(OCC(O)CN2CCOCC2)cc1)c1ccccc1 (configuration not stated),102.2,74.2,71.8,104.5,90.4,88.5,107.8,81.1,98.1
CCOC(=O)Nc1c2ccccc2nc2ccccc12,/,/,83.0,87.0,97.5,97.1,94.5,97.3,90.1
Cc1ccccc1Cc1cnc(Nc2ccccn2)s1,95.0,105.3,67.9,101.9,96.0,92.2,88.1,86.9,101.6
O=C1/C(=C2\SC(=S)N(C3CCCCC3)C2=O)SC(=S)N1C1CCCCC1,95.4,93.4,103.9,98.7,107.1,100.9,96.5,98.7,103.3
CC(=O)CC(=O)Nc1ncccn1,101.6,99.3,95.1,99.6,99.7,100.4,96.7,97.8,105.5
CC(=O)OCC1C2C=CC(C2)C1COC(C)=O (configuration not stated),107.8,102.1,84.4,107.7,113.9,108.8,112.2,104.3,112.9
O=C(NCn1c(=O)[nH]c2ccccc2c1=O)OC1CCCCC1,91.3,88.6,92.9,93.2,98.4,100.5,91.8,96.5,109.0
Clc1ccc2c(c1)CC1C[C@@H](/C=C/c3ccccc3)N2O1 (some centres not stated),89.9,117.9,/,104.3,102.0,101.9,98.5,97.6,105.8

# Ordered by length of the SMILES (high to low): some entries from above.
SMILES,SNB-19,SF-539,PC-3,SF-268,OVCAR-3,OVCAR-8,SF-295,U251,DU-145
C=CCNc1nc2c(s1)C1=CC[C@H]3[C@@H]4CC[C@H]([C@H](C)CCCC(C)C)[C@@]4(C)CC[C@@H]3[C@@]1(C)CC2,103.1,102.9,93.0,100.0,105.3,104.7,99.8,99.0,107.9
CC/C(=C\c1ccc(O)c(O)c1)C(=O)NC(Cc1ccccc1)C(=O)C(=O)NCc1ccccc1 (configuration not stated),93.7,95.3,88.1,93.7,94.5,100.2,100.8,106.4,102.6
CN1CCN(c2ccc(/C=N/n3cnc4oc(-c5ccccc5)cc4c3=N)cc2)CC1,101.4,84.9,63.2,92.5,90.2,96.1,99.6,100.1,100.3
COC(=O)C(Cc1ccccc1)n1cc(COc2nc(Cl)nc(N3CCCC3)n2)nn1 (configuration not stated),99.0,104.7,99.3,96.9,105.6,98.3,101.0,99.1,106.8
CC1=CC2=NCC(C)C(=O)N2C=C1 (configuration not stated),103.3,103.0,87.2,96.5,106.7,103.6,103.7,99.3,111.4
[O-][n+]1ccnc2ccccc21,103.0,100.8,88.5,111.2,109.8,101.5,100.3,105.6,114.7
c1ccc(NCc2ccco2)cc1,102.4,104.3,85.4,104.7,109.4,99.4,102.4,115.1,/

# Continuation.
SMILES,SNB-19,SF-539,PC-3,SF-268,OVCAR-3,OVCAR-8,SF-295,U251,DU-145
Cc1cc(=O)n(C(C)c2ccccc2)n1C(C)c1ccccc1 (configuration not stated),82.2,107.7,91.2,102.5,111.0,106.4,100.0,101.2,116.2
CC(=O)Nc1ccc(/C=C2/SC(=S)N(/C=C(\c3ccccc3)S(=O)Cc3ccccc3)C2=O)cc1 (configuration not stated),104.2,93.8,97.1,95.2,111.7,100.5,97.0,93.4,112.4
COc1ccc(-n2cnc3c(oc4ncccc43)c2=O)cc1,102.4,101.1,91.1,99.9,97.5,100.2,95.8,107.3,105.2
COC(=O)C(Cc1ccc(O)cc1)NS(=O)(=O)Cc1ccccc1 (configuration not stated),99.2,96.4,94.7,102.5,112.3,104.1,109.4,93.4,113.2
O=CNc1ccccc1,100.5,108.6,95.5,110.3,119.2,115.7,107.2,106.1,118.3
O=C(NCc1ccccc1)/C(=C/c1ccc2c(c1)OCO2)NC(=O)c1ccccc1,93.2,112.8,85.4,97.3,105.4,97.7,107.6,90.3,107.6
O=C(NNc1cc(N2CCCC2)nc(N2CCCC2)n1)c1ccccc1,97.0,88.0,70.5,101.2,85.3,71.8,70.1,86.3,101.9
Nc1ccc2cc(Cl)ccc2c1,100.1,93.7,88.3,95.2,90.8,95.4,119.3,103.6,109.3
O=c1ccn(C2CC(O)C(COC(c3ccccc3)(c3ccccc3)c3ccccc3)O2)c(=O)[nH]1 (configuration not stated),98.2,97.2,59.5,83.0,101.9,80.7,38.2[100 µM],55.5[100 µM],106.6
CC(=O)Cc1nsc(NC(=O)c2cc(-c3ccc(Cl)cc3)oc2C)n1,91.0,98.7,92.7,101.8,110.2,102.6,97.1,93.8,104.8
COc1cc2cc(NCc3ccc(OC(F)F)cc3)nc(C)c2cc1OC,66.2,69.1,64.5,73.2,77.0,71.3,35.0,62.3,75.8
CN(C)c1ccc(-c2cc(-c3ccc(Nc4nc(Nc5ccc(Cl)cc5)nc(Nc5ccc(Cl)cc5)n4)cc3)no2)cc1,65.7,46.1,6.6*,45.0,29.8,49.7,-16.8*,27.4,47.7
COc1ccc(/C(C)=C(\c2ccc(Cl)cc2)c2ccc(OCCN)cc2)cc1F,99.9,96.5,93.1,101.8,100.1,98.2,99.9,104.2,106.3
CCCn1cc(/C=N\N=C2\C(=O)Nc3ccc(C)cc32)c2ccccc21,63.3,33.9,18.0,46.6,2.1*,47.5,71.1,40.0,66.4
O=C(Nc1ccc(F)cc1)Nc1ccc2oc(=O)ccc2c1,99.6,101.6,98.0,102.0,/,98.8,93.8,99.2,99.1
CC(=O)OC[C@H]1O[C@@H](NS(N)(=O)=O)C(OC(C)=O)C(OC(C)=O)C1OC(C)=O (some centres not stated),109.9,97.0,95.4,96.4,102.8,89.3,109.1,103.9,100.2
CCCCNC(=O)C(c1ccccc1)c1ccccc1,98.7,101.7,98.8,94.5,109.3,105.6,95.1,108.1,109.4
Nc1ccc2c(c1)-c1ccc(F)cc1C2=O,111.3,99.4,95.0,102.3,106.1,100.1,/,101.0,109.0
COc1cc(OC)cc(C(=O)Nc2ccc(NCCN3CCOCC3)nc2)c1,100.2,102.9,96.7,104.9,109.2,96.1,95.2,92.8,105.1
COc1ccc(Cl)cc1C/C=N/NC(=O)c1cccc(C)c1O,93.9,95.4,96.8,92.4,98.3,95.3,102.0,94.3,110.8

# Compound activity as filed in PubChem.
